S3 lipid droplet: qHTS Assay for Lipid Storage Modulators in Drosophila S3 Cells; Drosophila S3 cells, BODIPY lipid droplet fluorescence, 18-24 h; cells fed with added oleic acid; lipid storage change, negative = inhibition, % at the top dose, mostly 46.1 µM; hits show Potency in µM; 320,000 tested, 0.64% active; AID 2685; active = well fitted inhibition curve with a large enough effect in the signal ratio, with a control signal flat, not every such curve was filed as active; inconclusive = small, poorly fitted or top-dose-only effect, or effect the other way, or a change in a side signal; the % refers to the signal ratio
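Laser-scanning cytometry quantifies lipid droplet accumulation (500–530 nm total intensity; droplet/cell object ratio) in oleic acid-fed (400 uM added) Drosophila S3 cells treated with a concentration series. 20 uM Triacsin C defined 100% inhibition.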
S3 lipid droplet cell count max: recorded beside S3 lipid droplet, whose call it bears; cell number change, %; measured here: cell count max response;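 cells counted by Cell Tracker Red CMTPX staining in the red channel; peak over a dose series mostly up to 46.1 µM; percent activity relative to internal control wells on each plate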
* = called active by the depositor; i = inactive; ? = inconclusive; . = no result given. % is scaled to controls: 0 for no effect and ±100 for the full control effect; potency is read from the fitted curve at half-maximal effect.

Values run as follows: S3 lipid droplet | S3 lipid droplet cell count max
> COCc1cc(CNC(=O)C2CCC(=O)N(Cc3ccccc3OC)C2)[nH]n1 (configuration not stated)
    -6% | -4
> O=C1c2cccc(OCC(=O)N3N=C(c4cccs4)CC3c3ccc(F)cc3)c2CCN1Cc1ccccc1 (configuration not stated)
    ? | .
> CCOC(=O)C(NC(=O)N1CCCCC1)(c1ccccc1)C(F)(F)F (configuration not stated)
    -13% | 0
> Cc1cc(C)nc(-n2nc(C)c3c(=O)[nH]c(C(F)(F)F)nc32)n1
    12% | 7
> CC(=O)Oc1ccc(C(=O)Nc2cccc(NC(=O)c3ccco3)c2)cc1
    -11% | -17
> O=C1C(Cl)=C(NCC2CCCO2)C(=O)N1c1cccc(Cl)c1Cl (configuration not stated)
    ? | .
> Cc1ccc(S(=O)(=O)NCC2CCC(C(=O)NC3CCCCC3)CC2)cc1 (configuration not stated)
    i | 20
> C/C=C(\C)CN1CCc2cc(OC)c(OC)cc2C1
    ? | .
> N#CCCN(CCC#N)c1nnc(-c2ccccc2)s1
    12% | -5
> CCOc1ccc2c(c1)-c1c(ssc1=S)C(C)(C)N2C
    ? | .
> O=C(CSc1nnc(-c2c[nH]c3ccccc23)o1)N(Cc1ccccc1)c1ccc(F)cc1
    ? | .
> COC(=O)C1=C(C)N(C)C(C)=C(C(=O)OC)C1c1ccc(C(=O)OC)cc1
    15% | -3
> Cc1ccc(NC(=O)C2CCCN(C3=NS(=O)(=O)c4ccccc43)C2)c(O)c1 (configuration not stated)
    ? | .
> O=C(NCCc1ccccc1)C(=O)NCC1OCCN1S(=O)(=O)c1ccc(F)cc1 (configuration not stated)
    ? | .
> CCN(CC)S(=O)(=O)c1cccc(NC(=O)C(=O)c2c(-c3ccccc3)cc3ccccn23)c1
    ? | .

3 entries already listed, sorted by their value in S3 lipid droplet cell count max, high to low.
Values run as follows: S3 lipid droplet | S3 lipid droplet cell count max
> Cc1cc(C)nc(-n2nc(C)c3c(=O)[nH]c(C(F)(F)F)nc32)n1
    12% | 7
> COC(=O)C1=C(C)N(C)C(C)=C(C(=O)OC)C1c1ccc(C(=O)OC)cc1
    15% | -3
> CC(=O)Oc1ccc(C(=O)Nc2cccc(NC(=O)c3ccco3)c2)cc1
    -11% | -17

(list continues)
Values run as follows: S3 lipid droplet | S3 lipid droplet cell count max
> CCOc1ccc(NC(=O)Nc2cc(C(C)C)c(O)cc2C)cc1
    -13% | -6
> CC(=O)c1c(C)[nH]c(C(=O)NCc2ccc(F)cc2)c1C
    ? | .
> Cc1ccc(S(=O)(=O)N2CCN(C(=O)COC(=O)CSc3cc(C)ccc3C)CC2)c(C)c1
    ? | .
> Cc1cc(C(=O)NCCC2=CCCCC2)ccc1[N+](=O)[O-]
    26% | -2
> CCOC(=O)c1ccc(NC(=O)CS(=O)(=O)c2cn(CC)c3ccccc23)cc1
    -12% | -20
> COC(=O)c1cn(C(=O)c2ccc(C)c(C)c2)c2ccccc12
    ? | .
> CCOC(=O)c1ccc(NC(=O)c2nc[nH]c2C(=O)NC)cc1
    -5% | 0
> O=[N+]([O-])c1ccc(C[n+]2cccc3ccc4cccnc4c32)cc1
    2% | 21
> Cc1cc(-c2cc(C(=O)NCc3ccccc3)on2)nc(NC2CCCC2)n1
    ? | .
> Cn1nc(-c2ccc(C(=O)Nc3cccc(Cl)c3)cc2)c2ccccc2c1=O
    -5% | 2
> OCCN(CC#CC(O)(c1ccccc1)C1CCCCC1)CCO (configuration not stated)
    i | -2
> Nc1nc2c(s1)CCCCCCCCCC2
    0% | -29
> Cc1cc(C)c(NC(=O)Nc2ccc3c(c2)OCO3)c(C)c1
    ? | .
> O=C(CN1CCN(S(=O)(=O)c2ccc(Cl)cc2)CC1)N1CCCC1
    ? | .
> CCOCC(=O)Nc1nc2ccc(S(C)(=O)=O)cc2s1
    ? | .

(list continues)
Values run as follows: S3 lipid droplet | S3 lipid droplet cell count max
> CCN(CC)S(=O)(=O)c1ccc(F)c(C(=O)NCCC(C)C)c1
    -4% | -4
> CC(=O)N1CCc2cc(S(=O)(=O)Nc3ccc(C)cc3C)ccc21
    -6% | -16
> COC(=O)c1ccc(CSc2n[nH]c(-c3ccccc3)n2)o1
    ? | .
> CN(C)C(=O)CCN1CCOCC1
    ? | .
> COc1ccccc1NC(=O)CSc1ccc2nnc(-c3ccccn3)n2n1
    ? | .
> COc1ccc(NC(=O)c2ccc3c(c2)C(=O)N(CC2CCCO2)C3=O)cc1 (configuration not stated)
    ? | .
> O=C(COC(=O)c1cccnc1Cl)Nc1ccc2c(c1)OCCO2
    i | -20
> COc1ccc(-c2c(C#Cc3ccsc3)c3ccccc3n2C)cc1
    ? | .
> COCCN1CC(CNC(=O)c2cc(COc3ccc(C)c(C)c3)on2)CC1=O (configuration not stated)
    i | 4
> Cc1ccc(S(=O)(=O)N2CCN(C(=O)c3cc(-c4cccs4)nn3-c3ccccc3)CC2)cc1
    ? | .
> CCCCc1c(C)nc2ccc(Br)cc2c1SC(N)N
    18% | 8
> O=C1c2ccc(Cl)cc2S(=O)(=O)c2cccc(C(=O)N3CCN(c4ccc(Cl)cn4)CC3)c21
    ? | .
> O=C(CSc1ncnc2ccccc12)N1CCCC1
    ? | .
> Cc1oc(=O)c(NC(=O)c2cccc(Cl)c2)cc1C(=O)c1ccccc1
    ? | .
> O=C(Nc1ccc(F)cc1)C(Sc1nc2ccccc2[nH]1)c1ccccc1 (configuration not stated)
    ? | .

New compounds follow
compound | S3 lipid droplet | S3 lipid droplet cell count max
CCCCc1ccc(NS(=O)(=O)c2cccc(C(=O)N3CCNC(=O)C3)c2)cc1 | ? | .
Cc1ccc(NC(=O)CSc2nnc(-c3cnccn3)n2Cc2ccco2)cc1C | i | .
Cc1cc(OCC(=O)NC(Cc2ccc(Cl)cc2)C(=O)O)c2c(C)c(C)c(=O)oc2c1 (configuration not stated) | -25% | -1
Cc1onc(-c2ccccc2Cl)c1C(=O)N1CCOC12CCN(c1cccc(F)n1)CC2 | -5% | -18
O=C(O)c1ccc(S(=O)(=O)N2CCCCCC2)cc1 | ? | .
Cc1ccnc(NC2(C(F)(F)F)N=C(c3ccccc3)NC2=O)c1 (configuration not stated) | 1% | 1
CCC(C)(C)NC(=O)C(c1ccc(F)cc1)N(CCOC)C(=O)CCC(=O)Nc1nccs1 (configuration not stated) | 15µM* | 3.0*
CNC(=O)N(O)C1N(/N=C/c2c(F)cccc2Cl)C(=S)SC1(C)C (configuration not stated) | 3% | 12
CC(=NCC1CCCO1)c1c(O)[nH]c(=O)[nH]c1=O (configuration not stated) | ? | .
CCOC(=O)C1CCCN(C(=O)CSc2ccccc2)C1 (configuration not stated) | ? | .
COc1ccc([C@@H]2CC=C(C(=O)O)[C@H](c3ccccc3)N2S(=O)(=O)c2ccc(C)cc2)cc1OC | 4% | -17
CC(=O)Nc1ccc(NC(=O)Nc2cccc(C)c2C)cc1 | 5% | 16

(list continues)
compound | S3 lipid droplet | S3 lipid droplet cell count max
CCCN1C/C(=C/c2ccc3c(c2)OCO3)C(=O)/C(=C/c2ccc3c(c2)OCO3)C1 | ? | .
CCOC(=O)c1cc(-c2ccccc2)sc1N | ? | .
CC1(C)C2CCC1(CS(=O)(=O)NCCc1c[nH]c3ccccc13)C(=O)C2 (configuration not stated) | ? | .
COc1cc2nc(CN3CCOCC3)n(CC(=O)N3CCCCCC3)c(=O)c2cc1OC | 15% | 4
CC1CCC(C(C)C)C(OC(=O)CSc2n[nH]c(=O)[nH]c2=O)C1 (configuration not stated) | ? | .
Fc1ccccc1CNCc1ccc2c(c1)OCO2 | i | 24
O=C(CSc1nc2ccccc2n1S(=O)(=O)c1ccccc1)N1CCCC1 | ? | .
Cc1c(Cl)c([N+](=O)[O-])nn1CC(=O)NC1CCCCC1 | -2% | 15
COc1ccc(NC(=O)Cn2ncc(Cl)c(Cl)c2=O)cc1S(=O)(=O)N1CCOCC1 | ? | .
COc1cccc(CN(CC(=O)NC2CCCC2)C(=O)Cn2nnc(-c3cccs3)n2)c1 | -17% | .
COc1cccc(C(C(=O)NC2CCCC2)N(C(=O)c2ccco2)c2ccc(-n3cnnn3)c(C)c2)c1OC (configuration not stated) | 11% | 0
Fc1cccc(Cn2cc(C(=S)N3CCOCC3)c3ccccc32)c1 | 0% | -6

New compounds follow.
compound | S3 lipid droplet | S3 lipid droplet cell count max
CCCCCCSc1ccc(-c2nc3ccc(C)cn3c2NC2CCCCC2)cc1 | 12µM* | .
COC(=O)c1cc(OC)c(OC)cc1NC(=O)c1ccc(C)o1 | ? | .
CCOc1cc(NC(=O)c2cnccn2)c(OCC)cc1NC(=O)c1ccc(OC)cc1 | 12% | 10
CC1=C(C(=O)NCc2ccccc2)C(c2ccccc2OCC(N)=O)NC(=O)N1 (configuration not stated) | ? | .
Cc1cc(OCC(=O)NCCCn2ccnc2)c2c(C)cc(=O)oc2c1 | ? | .
Cc1oc2cc(O)ccc2c(=O)c1Oc1ccc2ccccc2c1 | ? | .
CC(=NCc1ccco1)c1c(C(F)(F)F)[nH]n(-c2nc3ccccc3s2)c1=O | ? | .
COc1ccccc1Nc1ncnc2ccccc12 | ? | .
Cc1ccc2c(c1)c(C)c(C)n2CC(O)CN1CCCCC1C (configuration not stated) | ? | .
Cc1ccc(C(NC(=O)/C=C\c2ccc3c(c2)OCO3)C(=O)Nc2ccc3c(c2)OCO3)cc1 (configuration not stated) | ? | .
COc1cc(NS(=O)(=O)c2ccc(N/C=C(\C=O)c3nc4cc(Cl)ccc4o3)cc2)nc(OC)n1 | ? | .
COc1ccc(CCC(=O)Nc2cc(S(=O)(=O)N3CCOCC3)ccc2OC(C)C)cc1 | ? | .

An excerpt from above in order of length of the SMILES, smallest number first.
compound | S3 lipid droplet | S3 lipid droplet cell count max
COc1ccccc1Nc1ncnc2ccccc12 | ? | .
Cc1oc2cc(O)ccc2c(=O)c1Oc1ccc2ccccc2c1 | ? | .
COC(=O)c1cc(OC)c(OC)cc1NC(=O)c1ccc(C)o1 | ? | .
CCCCCCSc1ccc(-c2nc3ccc(C)cn3c2NC2CCCCC2)cc1 | 12µM* | .
CC(=NCc1ccco1)c1c(C(F)(F)F)[nH]n(-c2nc3ccccc3s2)c1=O | ? | .
COc1ccc(CCC(=O)Nc2cc(S(=O)(=O)N3CCOCC3)ccc2OC(C)C)cc1 | ? | .
Cc1ccc(C(NC(=O)/C=C\c2ccc3c(c2)OCO3)C(=O)Nc2ccc3c(c2)OCO3)cc1 (configuration not stated) | ? | .

Compound profiles, as listed above.
COc1cccc(C(C(=O)NC2CCCC2)N(C(=O)c2ccco2)c2ccc(-n3cnnn3)c(C)c2)c1OC (configuration not stated) is listed with S3 lipid droplet = 11%; S3 lipid droplet cell count max = 0
O=C1c2cccc(OCC(=O)N3N=C(c4cccs4)CC3c3ccc(F)cc3)c2CCN1Cc1ccccc1 (configuration not stated) is listed with S3 lipid droplet = ?; S3 lipid droplet cell count max = .

Additional results:
compound | S3 lipid droplet | S3 lipid droplet cell count max
CCCc1nc2sc3c(c2c(=O)n1NC(=O)CCCl)CCCC3 | ? | .
Cc1ccc(OCC(O)Cn2c(N3CCCCC3)nc3c2c(=O)[nH]c(=O)n3C)cc1C (configuration not stated) | i | -24
CCn1c(=O)c(-c2ccccc2)c(O)c2ccccc21 | ? | .
C1=CCC(/C=N/n2cnnc2)CC1 (configuration not stated) | ? | .
C=CCn1c(SCC(=O)Nc2ccc(N(C)C)cc2)nnc1-c1cccc(C)c1 | ? | .
CCN1CCCc2cc(CN(CCN3CCOCC3)C(=S)Nc3ccc(C)cc3)ccc21 | -12% | 2
Cc1ccc(NC(=O)Nc2nnc(Cc3ccc([N+](=O)[O-])cc3)s2)cc1C | ? | .
COc1ccc(C(=O)Nc2cc(C)c(NC(=O)c3ccccc3OC)cn2)cc1 | i | 8
COCCNC(=S)N/N=C(\C)c1ccc(Cl)c(Cl)c1Cl | ? | .
CN(C)S(=O)(=O)N1CCC(Oc2ccc(C(=O)NC3CCOC(C)(C)C3)cc2)CC1 (configuration not stated) | -2% | 11
COCc1nc2ccccc2n1CCCOc1ccccc1 | i | .
Cc1ccc(S(=O)(=O)Nc2cc3c(C(=O)O)c(C)oc3c3ccccc23)c(C)c1 | ? | .

(cont.)
compound | S3 lipid droplet | S3 lipid droplet cell count max
CC(C)[C@H](NC(=O)c1ccccc1)C(=O)OCC(=O)c1ccccc1F | ? | .
Cc1ccc(N(CC(=O)NCC2CCCO2)C(=O)CCC(=O)Nc2nccs2)cc1C (configuration not stated) | ? | .
COc1ccc2c(c1OC)C(=O)N(c1nc(SC)n[nH]1)C2=O | 0% | 16
Cc1nc2ccccc2c(=O)n1NC(=O)Cc1ccc(Br)cc1 | 7% | -4
CCCC(C(=O)NCc1ccco1)N(C(=O)CNS(=O)(=O)c1ccccc1)c1ccc(OC)cc1 (configuration not stated) | -13% | 12
CCOc1ccc(-c2nnn(CC(=O)Nc3cc(OC)cc(OC)c3)n2)cc1OCC | 10% | -25
CN(Cc1ccco1)C(=O)C1CCCN(c2ncnc3c2nc2n3CCCCC2)C1 (configuration not stated) | ? | .
CCn1c(SCC(=O)Nc2ccc(C(=O)OC)cc2)nc2cccnc21 | -12% | -15
CCOC(=O)N1CCN(C(=O)c2ccc(Cl)c(NC(=O)c3cccs3)c2)CC1 | 8% | 7
COc1ccccc1C(CCN(Cc1ccccc1)C(C)=O)c1ccco1 (configuration not stated) | 3% | -17
COC(=O)c1ccc(-c2cc3onc(-c4ccccc4)c3c(=O)n2C)cc1 | 13% | 8
CNC(=O)c1ccccc1-c1ccccc1 | -11% | 7
COc1ccc(S(=O)(=O)Nc2c(C(=O)O)[nH]c3ccc(OC)cc23)cc1 | -2% | -25
COc1ccc(NC(=O)c2ccc(-n3cncn3)c([N+](=O)[O-])c2)cc1 | ? | .

Screens: PubChem BioAssay, National Center for Advancing Translational Sciences (NCATS)

A portion of the library; rates above refer to the full screens.
